Assay outcomes as filed in PubChem BioAssay.
RORg inh: blocks mouse ROR gamma transcriptional activity; AID 2551; Potency, µM (top dose mostly 53.6 µM), for the others: at the highest dose activity change, negative = inhibition, actives largely listed as inhibitors; Drosophila S2 Gal4-RORgamma UAS-luciferase reporter, 20 h; hit rate 5.4% among 310,000; P51450; note: potency is the fitted concentration of half-maximal effect; % is set by controls: 0 for no effect and ±100 for the full control effect; nearly all actives have a fitted effect of over 60% in size
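Schneider cells (Drosophila), stable Gal4 DBD–ROR gamma + UAS-luc; 1 hr cmpd preincubation; Cu2+ induction 700 uM final; 20 hr ambient; luminescence.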
ELG1 DNA repair: blocks ELG1-dependent DNA repair in HEK293T cells; HEK293T ELG1-luciferase reporter, luminescence, 16 h; DNA damage induced by 5-fluorouridine; Potency, µM (series often up to 46.1 µM), inactives show at the highest dose activity change, negative = inhibition, most hits filed as inhibitors; hit rate 2.3% among 330,000; AID 504467; note: potency is the fitted concentration of half-maximal effect; % is set by controls: 0 for no effect and ±100 for the full control effect; nearly all actives have a fitted effect of over 55% in size
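HEK293T cells expressing luciferase-tagged ELG1 (2,000/well) received 5-Fluorouridine plus compound or DMSO for 16 hr at 37 °C. Luciferase was read by ONE-Glo luminescence after 30 min at room temperature.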
Mito fusion act: mitochondrial division inhibition or fusion activation; AID 485298; Potency, µM (top dose mostly 46.1 µM), for inactives: at the highest dose growth rescue (activation), usual class: activators; hit rate 0.23% among 320,000; S. cerevisiae fusion-defective mutant growth rescue, CellTiterGlo 48 h;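 note: potency is the fitted concentration of half-maximal effect; % of control where 0% means no effect; nearly all actives have a fitted effect of over 45% in size; temperature-sensitive fusion mutants such as fzo1-1 at 37 °C on non-fermentable ethanol glycerol medium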
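Compounds are tested for their ability to restore growth of mitochondrial fusion-defective yeast strains at non-permissive 37C in YPEG medium over 48 hours. Viability is quantified by luciferase luminescence.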
NPC1 promoter act: activates the NPC1 promoter; AID 485313; Potency, µM (series often up to 9.22 µM), inactives show top-dose activation, usual class: activators; hit rate 2.4% among 320,000; Huh7 NPC1 promoter luciferase reporter, 24 h;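 note: potency is the fitted concentration of half-maximal effect; % of control where 0% means no effect; nearly all actives have a fitted effect of over 60% in size; reporter is driven by a mutant NPC1 promoter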
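NPC1 promoter–luciferase Huh7 cells; 24 h compound; luminescence.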
Gal4-VP16 FLuc: counter-screen for ROR gamma inhibitors: Gal4-VP16 reporter; hit rate 3.5% among 310,000; Potency, µM (doses to about 53.6 µM), inactives show top-dose activity, negative = inhibition, usual class: inhibitors; Drosophila S2 Gal4-VP16 UAS-luciferase, luminescence, 20 h;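 note: Gal4-VP16 expression switched on by copper sulfate through the metallothionein promoter; potency is the fitted concentration of half-maximal effect; % is set by controls: 0 for no effect and ±100 for the full control effect; nearly all actives have a fitted effect of over 50% in size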
FLuc counter: firefly luciferase modulation, counter-screen for miR-21 project; P08659; purified FLuc, Km substrates, luminescence inhibition; Potency, µM (titrated, usually from 57.5 µM), for the others: top-dose activity change, negative = inhibition, most hits filed as inhibitors; hit rate 6.9% among 360,000;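 note: potency is the fitted concentration of half-maximal effect; plate controls were vehicle for no effect and reference inhibitor for full effect; nearly all actives have a fitted effect of over 55% in size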
Target sequence (P08659 whole entry, looked up): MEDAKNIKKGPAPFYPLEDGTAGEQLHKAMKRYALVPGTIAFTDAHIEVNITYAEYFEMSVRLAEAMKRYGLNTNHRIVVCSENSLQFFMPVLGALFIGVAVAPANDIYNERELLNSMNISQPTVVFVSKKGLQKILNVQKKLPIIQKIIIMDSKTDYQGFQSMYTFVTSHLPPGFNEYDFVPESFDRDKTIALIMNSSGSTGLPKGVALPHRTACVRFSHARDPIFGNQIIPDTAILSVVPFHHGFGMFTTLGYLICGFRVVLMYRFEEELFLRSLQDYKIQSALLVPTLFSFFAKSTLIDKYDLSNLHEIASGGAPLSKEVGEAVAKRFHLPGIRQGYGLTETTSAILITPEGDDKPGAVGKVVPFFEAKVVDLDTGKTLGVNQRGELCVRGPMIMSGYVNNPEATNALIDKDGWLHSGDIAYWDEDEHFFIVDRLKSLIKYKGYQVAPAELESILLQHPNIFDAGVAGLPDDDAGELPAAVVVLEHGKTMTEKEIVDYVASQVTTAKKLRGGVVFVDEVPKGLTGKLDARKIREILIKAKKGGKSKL
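Purified P. pyralis luciferase, 10 nM final, with Km-level 10 uM D-luciferin and 10 uM ATP in 50 mM Tris acetate pH 7.5, 10 mM Mg acetate, 0.01% Tween-20, 0.05% BSA; 6-point qHTS titration about 60 µM downward; luminescence read.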
PKM2 act: increases activity of human pyruvate kinase M2. P14618. purified PKM2, Kinase-Glo ATP luminescence, activation; response scale: 0% is enzyme alone, no compound. Potency, µM (doses to about 57.5 µM), inactives show top-dose activation, most hits filed as activators. hit rate 0.34% among 260,000; note: potency is the fitted concentration of half-maximal effect; % is set by controls: 0 for no effect and ±100 for the full control effect; nearly all actives have a fitted effect of over 55% in size
Target sequence (P14618 whole entry, looked up): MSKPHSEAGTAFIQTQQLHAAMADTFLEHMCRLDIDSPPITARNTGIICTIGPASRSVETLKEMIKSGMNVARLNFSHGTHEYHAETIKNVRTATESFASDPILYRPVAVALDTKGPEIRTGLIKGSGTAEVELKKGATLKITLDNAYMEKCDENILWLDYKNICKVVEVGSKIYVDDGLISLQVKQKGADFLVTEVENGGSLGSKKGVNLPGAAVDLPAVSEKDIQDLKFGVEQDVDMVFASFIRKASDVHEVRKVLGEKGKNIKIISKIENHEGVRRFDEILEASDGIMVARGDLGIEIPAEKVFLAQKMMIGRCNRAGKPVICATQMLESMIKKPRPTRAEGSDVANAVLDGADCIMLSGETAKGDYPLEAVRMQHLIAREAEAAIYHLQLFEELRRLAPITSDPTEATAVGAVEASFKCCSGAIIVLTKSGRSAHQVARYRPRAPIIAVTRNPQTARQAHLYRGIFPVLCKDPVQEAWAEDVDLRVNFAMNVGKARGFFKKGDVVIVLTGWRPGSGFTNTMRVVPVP
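Kinase-Glo luminescence reports ATP generated from ADP (0.1 mM) and PEP (0.5 mM) by purified hPK-M2 after 1 h at room temperature, pH 7.2 imidazole buffer; intermediate enzyme activity allows detecting inhibitors and activators.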
Rab9 prom act: Rab9 promoter activation; hit rate 2.8% among 320,000; Huh7 Rab9 promoter-luciferase reporter, luminescence, 24 h; Potency, µM (doses to about 9.22 µM), without a hit: top-dose activation, negative = inhibition, usual class: activators; note: potency is the fitted concentration of half-maximal effect; % of control where 0% means no effect; nearly all actives have a fitted effect of over 60% in size
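Rab9 promoter-driven luciferase in stably transfected Huh7 cells; 1500 cells/well rested 2 h, exposed to compound in DMSO for 24 h at 37 °C, 5% CO2. Luminescence read 10 min after adding luciferase reagent at ambient temperature.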
KCNH2 3.1 block: blocks the human KCNH2 3.1 channel isoform; U2OS KCNH2 3.1, thallium flux FluxOr; hits give low values; activity change, % (tested at about 1.8 µM); hit rate 0.95% among 340,000; AID 720553;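 active = maximum activity change below -70%; inconclusive = maximum activity change from -70% to -50%; inactive = maximum activity change above -50%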;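 note: thallium influx rate constant from kinetic fluorescence after stimulation buffer; % is set by controls: 0 for no effect and ±100 for the full control effect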
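Measured as rate of thallium-driven FluxOr signal in transduced U2OS cells carrying the 3.1 channel, read kinetically for 2 min upon stimulation; values are rate constants scaled to DMSO control wells.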
Menin-MLL TR inh: menin-MLL binding inhibition, Texas Red mutant peptide | AID 1768 | hit rate 0.23% among 270,000 | Menin + Texas Red MLL mutant peptide, fluorescence polarization | Potency, µM (top dose mostly 61.6 µM), for the others: at the top dose FP activity change, negative = inhibition, most hits filed as inhibitors | O00255; active = well fitted inhibition curve with a large enough effect in the polarisation, with a control signal flat, not every such curve was filed as active; inconclusive = small, poorly fitted or top-dose-only effect, or effect the other way, or a change in a side signal; inactive = no such curve, though single readings can be large or run the other way; the % refers to the polarisation; note: potency is the fitted concentration of half-maximal effect; % of control where 0% means no effect; many of its hits are not listed in these tables
MBNL1-CUG inh: blocks human MBNL1 binding to CUG repeat RNA | Q9NR56 | TR-FRET MBNL1-His/biotin-(CUG)12 binding, 665/545 ratio | Potency, µM (series often up to 57.5 µM), inactives show top-dose activity change, negative = inhibition, usual class: inhibitors | hit rate 0.036% among 280,000; active = well fitted inhibition curve with a large enough effect in the signal ratio, with a control signal flat, not every such curve was filed as active; inconclusive = small, poorly fitted or top-dose-only effect, or effect the other way, or a change in a side signal; inactive = no such curve, though single readings can be large or run the other way; the % refers to the signal ratio; note: potency is the fitted concentration of half-maximal effect; % is set by controls: 0 for no effect and ±100 for the full control effect
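Inhibition of protein-RNA binding appears as loss of TR-FRET between terbium anti-His antibody on MBNL1-His and streptavidin-XL665 on biotin-(CUG)12. Activity is normalized to buffer-only and uninhibited-complex controls.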
* marks the source's active call; other numbers are inactive results; ? = inconclusive; / = not tested or not shown; [ ] = remark or other dose. Unless noted, calls come from the whole dose curve; as a rule, active = well fitted curve in the direction sought with a large enough effect; inconclusive = small, poorly fitted or top-dose-only effect, or another doubt; inactive = no such curve, though single readings can be large; an effect the other way counts as inactive or inconclusive.

SMILES	RORg inh	ELG1 DNA repair	Mito fusion act	NPC1 promoter act	Gal4-VP16 FLuc	FLuc counter	PKM2 act	Rab9 prom act	KCNH2 3.1 block	Menin-MLL TR inh	MBNL1-CUG inh
O=[N+]([O-])c1cc(C(F)(F)F)ccc1NC1CCN(Cc2ccccc2)CC1	16%	-3%	-3%	-2%	-4%	3%	0%	-9%	-86*	/	?
C=CCn1c(Oc2ccccc2)nc2c1c(=O)n(C)c(=O)n2C	11%	?	0%	0%	-9%	?	2%	-1%	4	-20%	-2%
COCCN(CCOC)C(=O)COC(=O)c1ccc(Cl)c(S(=O)(=O)N(C)c2ccccc2)c1	23%	3%	26%	0%	7%[10 µM]	1%	0%	-3%	-12	0%	-3%
Cc1cc(C)cc(OCC(=O)Nc2cccc(-c3nc4ncccc4o3)c2)c1	28%	12µM*	4%	2%	-2%	?	-23%	5%	-2	-5%[11.7 µM]	17%
CC(NS(=O)(=O)c1c(N)n(C)c(=O)n(C)c1=O)c1ccccc1 (centres undefined)	-13%	14%	1%	1%	1%	5%	-18%	5%	/	/	-8%
O=[N+]([O-])c1ccc(/C=C/c2ccc3cccc(O)c3n2)cc1	2.5µM*	?	-20%	?	?	2.4µM*	/	?	-35	?	14%
Cc1cc(=O)[nH]c(SCC(=O)NCCc2ccccc2)n1	0%	?	0%	0%	-4%	-1%	-5%	9%	-4	-16%	-4%
CC(C)(C)c1[nH]nc2c1C(C1C=CCCC1)C(C#N)=C(N)O2 (centres undefined)	28%	2%	0%	0%	-12%	-1%	3%	0%	-3	-10%	-10%
Cc1ccccc1OCC(=O)NN1Cc2ccccc2C1=N	4%	4%	1%	-5%	2%	7%	3%	-1%	-22	5%	-6%
CC(=O)N1CCN(c2ccc(NC(=O)C(C)Oc3ccc(Cl)cc3Cl)cc2)CC1 (centres undefined)	37%	?	9%	0%	-8%	2%	5%	-3%	1	-2%	-13%
COc1ccc(C(=O)O/N=C(\C)c2cnccn2)cc1	1%	11%	7%	0%	-17%	11µM*	-6%	-1%	-28	-4%	-3%
Cc1csc(NC(=O)c2ccc(C)o2)n1	-34%	?	-8%	?	-17%	15µM*	-15%	3.5µM*	8	-4%	-3%
C(=C/c1ccnc2nc(SC/C=C/c3ccccc3)nn12)/c1ccccc1	-22%	7%	-3%	-2%	0%	-10%	4%	5%	-5	18%	11%
COc1ccc(C(=O)N[C@H](C(=O)NCc2ccccc2)C(C)C)cc1	-13%	0%	-5%	-1%	4%	0%	-12%	-1%	-3	1%	2%
O=C(Cc1ccccc1)NCc1ccc2c(c1)OCO2	-14%	?	-1%	2.8µM*	-28%	7.6µM*	10%	?	-7	-4%	-5%
CC1Cc2nc(SCC(N)=O)n(C)c(=O)c2S1 (centres undefined)	-8%	18%	-3%	5%	11%	4%	-6%	-9%	6	4%	-3%
CC1CCN(c2[nH]c(=S)c(C#N)c3c2CCCC3)CC1	7.1µM*	-20%	-5%	-11%	?	0%	-6%	5%	-10	-6%	89%[activator]
CCOC(=O)Cc1csc(NC(=O)c2cccs2)n1	10%	?	2%	17%	1%	19µM*	-14%	20%	1	-3%	-7%
Cc1cc(C(=O)N/N=C/c2cccnc2)c(C)o1	-8%	?	-1%	-1%	4%	?	-11%	15%	8	?	11%
Cc1cccc(CN2CCN(c3nc4nonc4nc3NC3CC3)CC2)c1	?	-8%	6%	-4%	5%	1%	2%	2%	7	-1%	26%
NC(=O)CC(NC(=O)Cc1ccc(Br)cc1)c1ccc(NCCN2CCCCC2)c([N+](=O)[O-])c1 (centres undefined)	-10%	8%	1%	0%	3%	5%	-1%	-2%	-15	-9%	?
CC(C)n1nccc1NC(=O)Nc1ccccc1	-15%	16%	-2%	-2%	-16%	-15%	4%	0%	-6	-1%	?
COc1cc(/C=C/c2ccc3cccc(OC)c3n2)c(OC(C)=O)c([N+](=O)[O-])c1	?	?	0%	1%	?	-4%	3%	4%	1	?	?
O=C(COC(=O)c1cccnc1Cl)Nc1ncc(Cl)cc1Cl	-12%	?	1%	-3%	-1%	-6%	-5%	0%	-8	-21%	-5%
CCn1cc(C(=O)NCCCOC)c(=O)c2cc(S(=O)(=O)N(C)C)ccc21	41%	-13%	-4%	0%	-7%	-2%	0%	-4%	2	0%	4%

Next section (six carried over from the part before).
SMILES	RORg inh	ELG1 DNA repair	Mito fusion act	NPC1 promoter act	Gal4-VP16 FLuc	FLuc counter	PKM2 act	Rab9 prom act	KCNH2 3.1 block	Menin-MLL TR inh	MBNL1-CUG inh
Cc1cccc(CN2CCN(c3nc4nonc4nc3NC3CC3)CC2)c1	?	-8%	6%	-4%	5%	1%	2%	2%	7	-1%	26%
NC(=O)CC(NC(=O)Cc1ccc(Br)cc1)c1ccc(NCCN2CCCCC2)c([N+](=O)[O-])c1 (centres undefined)	-10%	8%	1%	0%	3%	5%	-1%	-2%	-15	-9%	?
CC(C)n1nccc1NC(=O)Nc1ccccc1	-15%	16%	-2%	-2%	-16%	-15%	4%	0%	-6	-1%	?
COc1cc(/C=C/c2ccc3cccc(OC)c3n2)c(OC(C)=O)c([N+](=O)[O-])c1	?	?	0%	1%	?	-4%	3%	4%	1	?	?
O=C(COC(=O)c1cccnc1Cl)Nc1ncc(Cl)cc1Cl	-12%	?	1%	-3%	-1%	-6%	-5%	0%	-8	-21%	-5%
CCn1cc(C(=O)NCCCOC)c(=O)c2cc(S(=O)(=O)N(C)C)ccc21	41%	-13%	-4%	0%	-7%	-2%	0%	-4%	2	0%	4%
Cc1nc(Nc2cccc(C(C)O)c2)c2nnn(Cc3ccc(F)cc3)c2n1 (centres undefined)	-2%	5%	-2%	-4%	-8%	6%	6%	-1%	-2	5%	4%
COc1ccc(S(=O)(=O)Nc2ccccn2)cc1C	10%	-1%	-3%	-6%	-3%	7%	3%	-5%	-1	16%	17%
O=C(N/N=C/c1ccc(Cl)cc1)C1CC12CCC2 (centres undefined)	3%	?	12%	?	-7%	?	3%	?	-5	1%	6%
COc1ccc(CN(C)CC(=O)Nc2cccc(S(N)(=O)=O)c2)c(OC)c1OC	21%	?	1%	-4%	-13%	1%	11%	-5%	-12	7%	-5%
CCOC(=O)C(CCCCOc1ccc([N+](=O)[O-])cc1)C(=O)OCC	20%	-12%	-7%	-4%	-14%	3%	5%	1%	-32	-1%	21%
Cc1nc2sc(C(c3ccco3)N3CCN(c4ccc(F)cc4)CC3)c(O)n2n1 (centres undefined)	-13%	0%	0%	-8%	-21%	0%	?	-5%	17	?	-2%
O=C(CC12CC3CC(CC(C3)C1)C2)NCC(=O)OCc1cc(=O)oc2ccc3ccccc3c12	-21%	1%	?	2%	-20%	?	-3%	1%	/	-9%	26%
COc1ccc(C(=S)N2CCN(c3ccccc3Cl)CC2)cc1OC	-40%	-2%	18%	2%	4%	-16%	-9%	2%	5	6%	4%
O=C(OCC(=O)N1CCc2ccccc21)C1CCCN1S(=O)(=O)c1ccc(Cl)cc1 (centres undefined)	/	11%	?	-2%	/	/	/	-6%	-14	/	/
O=Cc1cccn1-c1ccc2ccccc2c1	7%	-1%	3%	8%	-2%	?	8%	27%	4	3%	1%
CC(=O)n1cc(CO)c2ccccc21	23%	3%	-1%	2%	-2%	1%	-4%	-13%	9	-5%	-11%
CC(C)c1ccccc1OCCCN1CCCC1	-31%	1%	-11%	0%	2%	2%	-3%	-1%	6	-2%	-4%
COc1ccccc1C(C#N)c1cccc(Cl)n1 (centres undefined)	-1%	5%	3%	2%	1%	2%	/	-4%	-21	15%	-5%
Cc1ccccc1-n1c(C)nnc1SCc1nc2ccccc2s1	?	?	-2%	15%	5%	4.8µM*	0%	28%	-11	-2%	-5%
CSCCCN1CCCC(CO)(Cc2ccccc2F)C1 (centres undefined)	-13%[1.91 µM]	2%	0%	6%	-10%	-2%	1%	0%	3	-4%	-8%
O=C(NC1CCCC1)c1ccccc1-c1nc2ccccc2[nH]1	23%	-7%	1%	-1%	-3%	0%	3%	1%	6	/	0%

Some of the compounds tested. The share of hits here may be higher or lower than overall.
